# High-throughput results deposited in PubChem by National Center for Advancing Translational Sciences (NCATS).
# Chronic BCR inh – blocks chronic active B-cell receptor signaling. ABC-DLBCL IkBa-CBG/CBR reporter, luminescence ratio, 4 h. Potency, µM (top dose mostly 46.1 µM), for inactives: at the highest dose ratio change, negative = lower green/red ratio, actives largely listed as inhibitors. 340,000 compounds, 0.05% hits. AID 493014; active means well fitted inhibition curve with a large enough effect in the signal ratio, with a control signal flat, not every such curve was filed as active; inconclusive means small, poorly fitted or top-dose-only effect, or effect the other way, or a change in a side signal; the % refers to the signal ratio;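 further: potency means the concentration at half of the fitted maximal effect; plate controls were basal doxycycline-induced cells for no effect and cells given 10 µM MG132 for full effect; MG132 reads +100%, hits lower the ratio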
#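 Cell line TMD8 (human ABC DLBCL), stably expressing tet-inducible CBG68-IkBa fusion and CBR; IMDM/0.5% FBS; cpd up to 46 uM; dox induction, 4 h, 37C/5% CO2; dual luminescence; green/red ratio; MG132 control.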
# S-ASM inh – inhibitors of human secretory acid sphingomyelinase. Potency, µM (highest dose often 57.5 µM), inactives show at the top dose activity change, negative = inhibition, hits mostly inhibitors. 340,000 compounds, 0.006% hits. P17405. AID 504937. placental ASM, HMU-PC fluorogenic substrate, 60 min; further: potency means the concentration at half of the fitted maximal effect
#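 HMU-PC0 cleavage (9 uM final) by human placental ASM, 60 min at 37 °C following 10 min compound exposure at RT; stopped at pH 10, fluorescence Ex 386/Em 447 nm.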
# TSHR antag – antagonists of human thyroid stimulating hormone receptor; P16473; AID 504810; TSHR-expressing cells, TSH-stimulated cAMP HTRF, 2 h; stronger effect = lower value; activity change, negative = inhibition, % at 11.5 µM; 330,000 compounds, 0.2% hits;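 active means activity change below a set negative limit, meaning inhibition stronger than a set level, cut at about -70% in these data; inconclusive means activity change between two set negative limits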; further: on the % scale 0 is the no-effect control and ±100 the full control effect
# Target sequence (P16473 whole entry, looked up): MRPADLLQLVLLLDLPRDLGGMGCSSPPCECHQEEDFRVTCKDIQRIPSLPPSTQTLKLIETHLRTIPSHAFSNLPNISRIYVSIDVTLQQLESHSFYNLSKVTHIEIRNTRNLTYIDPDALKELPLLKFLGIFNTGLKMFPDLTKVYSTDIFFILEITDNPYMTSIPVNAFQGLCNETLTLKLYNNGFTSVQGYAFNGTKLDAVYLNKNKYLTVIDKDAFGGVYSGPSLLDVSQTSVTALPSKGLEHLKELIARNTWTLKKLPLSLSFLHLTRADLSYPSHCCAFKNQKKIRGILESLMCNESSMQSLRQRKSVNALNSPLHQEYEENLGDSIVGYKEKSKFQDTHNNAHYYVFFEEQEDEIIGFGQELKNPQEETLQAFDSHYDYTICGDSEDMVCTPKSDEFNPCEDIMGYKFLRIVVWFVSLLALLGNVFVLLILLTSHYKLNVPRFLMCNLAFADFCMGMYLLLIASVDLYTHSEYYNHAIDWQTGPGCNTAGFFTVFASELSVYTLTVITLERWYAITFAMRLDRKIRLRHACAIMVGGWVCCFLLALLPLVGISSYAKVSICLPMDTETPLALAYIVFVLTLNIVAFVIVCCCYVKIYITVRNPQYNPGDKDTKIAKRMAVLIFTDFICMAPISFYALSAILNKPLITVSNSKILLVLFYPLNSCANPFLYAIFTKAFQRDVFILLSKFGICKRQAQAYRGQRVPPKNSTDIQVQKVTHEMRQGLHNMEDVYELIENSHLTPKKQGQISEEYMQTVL
#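 TSHR-expressing cells, 200/well, pre-treated with compound, then stimulated with EC80 TSH (4nM final) for 2 hours at 37 deg C. cAMP measured by competitive HTRF: anti-cAMP cryptate antibody in lysis buffer plus cAMP-d2, read after 30 minutes at room temperature.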
# Eya2 inh – Eya2 (human) phosphatase inhibition; recombinant Eya2, OMFP fluorescence dephosphorylation (OMFP is methylfluorescein phosphate); Potency, µM (series often up to 76.9 µM), for the others: top-dose activity, negative = inhibition, hits mostly inhibitors; 330,000 compounds, 0.006% hits; further: potency means the concentration at half of the fitted maximal effect; on the % scale 0 is the no-effect control and ±100 the full control effect
#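 Eya2 (0.2 uM) preincubated 10 min at ambient with compound, then OMFP substrate added at 50 uM; 10 min reaction in 50 mM HEPES pH 7.5, 50 mM NaCl, 5 uM MgCl2, 0.05% BSA, 1 mM DTT. Fluorescence read at Ex 485/Em 525 nm.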
# Integrin act MD – activates integrin-mediated alleviation for muscular dystrophy; alpha7betagal myoblasts, beta-gal FDG fluorescence, 48 h; AID 624291; 350,000 compounds, 0.064% hits; Potency, µM (top dose mostly 38.3 µM), inactives show at the highest dose activation, actives largely listed as activators;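 further: potency means the concentration at half of the fitted maximal effect; 100% = response of the positive control SU9516; nearly all actives have a fitted effect of over 60% in size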
#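 alpha7betagal+/- myoblasts (passage 13, 250/well) treated 48 h at 37C with compounds at 1:260 dilution of DMSO stock. Lysed, then beta-galactosidase activity read as FDG fluorescence (ex 480/em 540) after 30 min, with pre-read for autofluorescence.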
# ELG1 repair inh – blocks ELG1-dependent DNA repair in HEK293T cells. Potency, µM (titrated, usually from 46.1 µM), for the others: at the highest dose activity change, negative = inhibition, hits mostly inhibitors. 330,000 compounds, 2.3% hits. HEK293T ELG1-luciferase reporter, luminescence, 16 h; DNA damage induced by 5-fluorouridine. AID 504467; further: potency means the concentration at half of the fitted maximal effect; on the % scale 0 is the no-effect control and ±100 the full control effect; nearly all actives have a fitted effect of over 55% in size
#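 5-Fluorouridine DNA damage + compound/DMSO, 2,000 cells/well, 16 h, 37 °C/5% CO2. ONE-Glo, 30 min RT, luminescence. Readout = decrease in reporter signal.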
# Mito fusion yeast – mitochondrial division inhibition or fusion activation | AID 485298 | Potency, µM (series often up to 46.1 µM), for the others: at the highest dose growth rescue (activation), usual class: activators | 320,000 compounds, 0.23% hits | S. cerevisiae fusion-defective mutant growth rescue, CellTiterGlo 48 h;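 further: potency means the concentration at half of the fitted maximal effect; % of control where 0% means no effect; nearly all actives have a fitted effect of over 45% in size; temperature-sensitive fusion mutants such as fzo1-1 at 37 °C on non-fermentable ethanol glycerol medium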
#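 Luminescent cell viability in 1536-well qHTS format served as the measure of rescued growth in ts fusion-mutant S. cerevisiae cultured on non-fermentable YPEG for 48 hours at 37C.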
# AT treatment – candidate therapy for ataxia-telangiectasia; Potency, µM (top dose mostly 57.5 µM), for inactives: at the top dose activation, hits mostly activators; […] A-T fibroblasts, KAP-1 phosphorylation AlphaLISA; neocarzinostatin DNA damage 30 min before lysis; AID 485349; 320,000 compounds, 0.19% hits; further: potency means the concentration at half of the fitted maximal effect; % of control where 0% means no effect; nearly all actives have a fitted effect of over 45% in size
#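 ATM-like activity read as KAP-1 phosphorylation via AlphaLISA donor/acceptor antibody pairs after lysis and 6 hr at 25C. Cells were ATM-null patient fibroblasts ([…], hTERT), dosed 60 min, then exposed to the DSB inducer NCS for 30 min.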
# Tb PFK block – inhibitors of T. brucei phosphofructokinase; O15648; T. brucei PFK, ADP-Glo luminescence; Potency, µM (top dose mostly 57.5 µM), for inactives: at the highest dose activity, negative = inhibition, actives largely listed as inhibitors; 330,000 compounds, 0.17% hits;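 further: potency means the concentration at half of the fitted maximal effect; 0% = uninhibited 1x PFK enzyme wells and -100% = no-enzyme wells; nearly all actives have a fitted effect of over 60% in size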
#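 Activity is normalized to no-enzyme wells (full inhibition) and 1.25 nM enzyme wells (no inhibition). Reaction: 0.5 mM F6P, 0.1 mM ATP, 45 min RT, ADP-Glo luminescence; concentration-response curves fitted and classed by quality.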
# TSG101-PTAP inh – blocks PTAP/TSG101 interaction to inhibit HIV-1 budding; Fluorescence polarization, FITC-PTAP peptide / Tsg101 binding; Potency, µM (top dose mostly 115 µM), for the others: at the highest dose activity change, negative = inhibition, hits mostly inhibitors; 340,000 tested, under 10 active; AID 493005; active means well fitted inhibition curve with a large enough effect in the main read-out, with a control signal flat, not every such curve was filed as active; inconclusive means small, poorly fitted or top-dose-only effect, or effect the other way, or a change in a side signal; inactive means no such curve, though single readings can be large or run the other way; further: potency means the concentration at half of the fitted maximal effect; % of control where 0% means no effect
#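 Fluorescence polarization binding of Tsg101 binding domain (10 uM final) to FITC-labeled PTAP peptide (50 nM final) in HEPES pH 7.5 buffer with NaCl, Tween 20, EDTA, TCEP. Compounds added before peptide; binding 20 min at RT.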
# TCR act – T cell receptor activation. primary human leukocytes, anti-CD3, IL-2 HTRF, 48 h. Potency, µM (top dose mostly 9.22 µM), for the others: at the top dose activation of IL-2 secretion, hits mostly activators. 330,000 tested, under 10 active. AID 504894; further: % of control where 0% means no effect
#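 Primary human leukocytes incubated 48 hr with anti-CD3 beads plus compound, without co-stimulation. Secreted IL-2 measured by HTRF (europium cryptate/d2 anti-IL-2 pair, 320 nm excitation, 665 nm emission).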
# Numbers without * were called inactive; ? = inconclusive; · = no result given; [ ] = dose if it differs, or a comment. Unless noted, the call rests on the fitted dose curve; in most records, active means well fitted curve in the direction sought with a large enough effect; inconclusive means small, poorly fitted or top-dose-only effect, or another doubt; inactive means no such curve, though single readings can be large; an effect the other way counts as inactive or inconclusive.
# Values in the order: Chronic BCR inh | S-ASM inh | TSHR antag | Eya2 inh | Integrin act MD | ELG1 repair inh | Mito fusion yeast | AT treatment | Tb PFK block | TSG101-PTAP inh | TCR act
1) Cc1ccc(OCc2cc(C(=O)NCCn3cccn3)no2)cc1C
 : ? | -1% | 3 | 3% | ? | ? | -1% | 0% | 2% | 0% | 7%
2) O=C(O)c1ccc(C[n+]2c(-c3ccccc3)csc2Nc2ccccc2)cc1
 : 11% | 4% | 1 | 1% | -23% | 14% | ? | -9% | 0% | -3% | -1%[46.1 µM]
3) Cc1nn2c(nc(N3CCCCC3)c3ccccc32)c1C=O
 : 11% | 34% | -6 | -1% | -2% | · | 25% | · | 0% | -1% | -2%[46.1 µM]
4) CC(NC(=O)c1cccc(S(=O)(=O)N2CCc3ccccc32)c1)c1ccco1 (stereo not drawn)
 : 4% | -1% | -10 | -3% | -7% | 0% | 5% | 8% | 1% | -2% | -4%
5) CCOc1ccc(N2C(=O)C3ON(C)C(c4ccc([N+](=O)[O-])cc4)C3C2=O)cc1 (stereo not drawn)
 : 0% | 4% | 7 | 14% | 2% | -1% | -2% | -27% | -5% | 1% | -7%
6) CN(C)CCCNC(=O)CCc1nc2ccccc2c(=O)[nH]1
 : 5% | 0% | 1 | 13% | 4% | -24% | -2% | -2% | 9%[0.46 µM] | -3% | -6%
7) COc1cc2c(cc1OC)C(c1ccc3c(c1)OCO3)C1=C(CC(C)(C)CC1=O)N2 (stereo not drawn)
 : -2% | 377%[activator] | 0 | -2% | 6% | -13% | 5% | 2% | -2% | -4% | 1%
8) CCC(C)c1ccccc1N1CC(C(=O)N2CCN(S(=O)(=O)c3ccc(F)cc3)CC2)CC1=O (stereo not drawn)
 : 0% | 2% | 0 | 12% | 27% | 5% | -7% | -5% | 0% | -1% | -4%
9) COC(=O)C(C)Sc1nc(NCc2ccccc2)nc(N(C)C)n1 (stereo not drawn)
 : -1% | 2% | -4 | 2% | 17% | -5% | -7% | 0% | 2% | -1% | -7%
10) CCN(CC)CC(=O)Nc1ccc(/C(C)=N/NC2=NCCN2)cc1
 : ? | 6% | 3 | 9% | -25% | 9% | -4% | 0% | 0% | -3% | -7%
11) CCN(CC)C(=O)CC(c1ccc2c(c1)OCO2)c1c(O)cc(OC)cc1OC (stereo not drawn)
 : -6% | 0% | -2 | -5% | -9% | 10% | -13% | 16% | 1% | -9% | 9%
12) O=C(COC(=O)CCC(=O)c1ccc(Cl)cc1)NCc1ccco1
 : ? | -2% | 33 | -5% | 0% | -3% | 1% | 8% | ? | -2% | ·
13) Cc1noc(C)c1CSc1nnc(-c2ccncc2)n1-c1ccc(Cl)c(Cl)c1
 : -1% | 1% | 10 | -1% | -8% | -9% | 2% | 2% | -12% | -3% | 3%
14) CCCc1cc(=O)[nH]c2nnc(SCC(=O)Nc3nccs3)n12
 : 5% | -3% | 2 | 0% | 20% | 18% | -4% | 3% | 5% | -2% | 9%
15) CCCCn1c(N)c(NCC(C)C)c(=O)[nH]c1=O
 : 9% | 91%[activator] | 18 | 0% | -20% | 24% | -2% | 1% | 6% | -5% | 0%[46.1 µM]
16) Cn1nnnc1-c1cc(Br)ccc1NC(=O)c1ccccc1
 : -2% | -1% | 189 | ? | 8% | 1% | 3% | -4% | -2% | -8% | 0%
17) O=C(N/N=C/c1cn[nH]c1-c1ccc(F)cc1)c1ccncc1
 : -4% | 7% | -6 | 0% | 14µM* | -13% | -2% | -3% | 2% | 0% | 2%[46.1 µM]
18) Cc1ccc(C)c(N2CCN(C(=O)c3nn(C)c4c3CS(=O)(=O)c3ccccc3-4)CC2)c1
 : -20% | -7% | -13 | 2% | 8% | ? | ? | 0% | -1% | -5% | -4%
19) C=C(C)C(=O)Nc1cccc(C(C)=O)c1
 : -18% | 3% | -4 | -4% | 23% | 3% | 3% | · | 3% | 0% | 4%
20) O=C(CSCc1cccc(Cl)c1)OCc1nc2ccsc2c(=O)[nH]1
 : 8% | 2% | · | -1% | 0% | 4% | 4% | -13% | 0% | 0% | -1%
21) O=C(Nc1ccc(F)cc1)c1cccnc1NCCc1ccccc1
 : -8% | 4% | -3 | -3% | -18% | ? | 18µM* | 5% | 2% | -2% | -8%[46.1 µM]
22) CC(=O)c1ccc(OC(=O)C2CC(=O)N(c3cccc(C)c3)C2)cc1 (stereo not drawn)
 : 11% | 3% | -7 | 5% | 39% | 0% | 1% | 9% | -3% | -3% | -2%
23) C[C@H](CO)N1C[C@H](C)[C@@H](CN(C)Cc2ccc(Cl)c(Cl)c2)Oc2ccc(NC(=O)Cn3cnnn3)cc2C1=O
 : -3% | -2% | 11 | -6% | -19% | 0% | · | -7% | 1% | -2% | -1%
24) CCCOc1ccc(N2C(=O)CC(N(CCC)C(=O)CCC(=O)O)C2=O)cc1 (stereo not drawn)
 : 1% | 4% | 1 | 0% | -9% | 6% | -5% | 1% | 0% | -5% | -1%
25) COc1ccc(C(=O)NCC(c2ccco2)N(C)C)cc1S(=O)(=O)NCc1ccc(Cl)cc1 (stereo not drawn)
 : 4% | 8% | -19 | 0% | 20% | -6% | 3% | -1% | -2% | -1% | 0%
26) O=C(C[C@@H]1C/C=C/CC[C@H](Cc2ccc(F)cc2)C(=O)O[C@H](c2ccccc2)CNC1=O)NCCO
 : -3% | -5% | 11 | 9% | 0% | 0% | · | -2% | 3% | -5% | -2%
27) C=CCOC(=O)C1=C(C)NC(SCC(=O)Nc2ccccc2)=C(C#N)C1c1ccco1 (stereo not drawn)
 : 7% | 48% | -6 | -5% | 10% | -21% | 17% | 31% | -6% | -4% | 5%

# From no. 1 up to 10, as listed above:
# Values in the order: Chronic BCR inh | S-ASM inh | TSHR antag | Eya2 inh | Integrin act MD | ELG1 repair inh | Mito fusion yeast | AT treatment | Tb PFK block | TSG101-PTAP inh | TCR act
1) Cc1ccc(OCc2cc(C(=O)NCCn3cccn3)no2)cc1C
 : ? | -1% | 3 | 3% | ? | ? | -1% | 0% | 2% | 0% | 7%
2) O=C(O)c1ccc(C[n+]2c(-c3ccccc3)csc2Nc2ccccc2)cc1
 : 11% | 4% | 1 | 1% | -23% | 14% | ? | -9% | 0% | -3% | -1%[46.1 µM]
3) Cc1nn2c(nc(N3CCCCC3)c3ccccc32)c1C=O
 : 11% | 34% | -6 | -1% | -2% | · | 25% | · | 0% | -1% | -2%[46.1 µM]
4) CC(NC(=O)c1cccc(S(=O)(=O)N2CCc3ccccc32)c1)c1ccco1 (stereo not drawn)
 : 4% | -1% | -10 | -3% | -7% | 0% | 5% | 8% | 1% | -2% | -4%
5) CCOc1ccc(N2C(=O)C3ON(C)C(c4ccc([N+](=O)[O-])cc4)C3C2=O)cc1 (stereo not drawn)
 : 0% | 4% | 7 | 14% | 2% | -1% | -2% | -27% | -5% | 1% | -7%
6) CN(C)CCCNC(=O)CCc1nc2ccccc2c(=O)[nH]1
 : 5% | 0% | 1 | 13% | 4% | -24% | -2% | -2% | 9%[0.46 µM] | -3% | -6%
7) COc1cc2c(cc1OC)C(c1ccc3c(c1)OCO3)C1=C(CC(C)(C)CC1=O)N2 (stereo not drawn)
 : -2% | 377%[activator] | 0 | -2% | 6% | -13% | 5% | 2% | -2% | -4% | 1%
8) CCC(C)c1ccccc1N1CC(C(=O)N2CCN(S(=O)(=O)c3ccc(F)cc3)CC2)CC1=O (stereo not drawn)
 : 0% | 2% | 0 | 12% | 27% | 5% | -7% | -5% | 0% | -1% | -4%
9) COC(=O)C(C)Sc1nc(NCc2ccccc2)nc(N(C)C)n1 (stereo not drawn)
 : -1% | 2% | -4 | 2% | 17% | -5% | -7% | 0% | 2% | -1% | -7%
10) CCN(CC)CC(=O)Nc1ccc(/C(C)=N/NC2=NCCN2)cc1
 : ? | 6% | 3 | 9% | -25% | 9% | -4% | 0% | 0% | -3% | -7%
